LDHA inh – inhibitors of human lactate dehydrogenase A; P00338; purified LDHA, NADH/diaphorase-resazurin fluorescence; stronger effect = lower value; activity change, % (values are at about 110 or 230 µM); hit rate 0.15% among 480,000; AID 1347041; in the data active = activity change below about -30%; inconclusive = mostly about -25% to -30%;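 note: plate controls were DMSO wells for no effect and wells without enzyme for full effect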
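Enzyme activity of human lactate dehydrogenase 5 (2 nM; 0.06 mM NADH, 0.2 mM pyruvate, 5 min, RT) is measured via a resazurin/diaphorase fluorescence readout of residual NADH.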
RGS4 inhibitor – human RGS4 inhibition; P49798; Transcreener GDP fluorescence polarization, RGS4-accelerated GTP hydrolysis; Potency, µM (doses to about 114 µM), for the others: at the highest dose activity change, negative = inhibition, most hits filed as inhibitors; hit rate 0.039% among 390,000; AID 504845; note: potency is the fitted concentration of half-maximal effect; % is set by controls: 0 for no effect and ±100 for the full control effect; nearly all actives have a fitted effect of over 75% in size; some results filed as inactive show a strong effect at the top dose
Target sequence (P49798 whole entry, looked up): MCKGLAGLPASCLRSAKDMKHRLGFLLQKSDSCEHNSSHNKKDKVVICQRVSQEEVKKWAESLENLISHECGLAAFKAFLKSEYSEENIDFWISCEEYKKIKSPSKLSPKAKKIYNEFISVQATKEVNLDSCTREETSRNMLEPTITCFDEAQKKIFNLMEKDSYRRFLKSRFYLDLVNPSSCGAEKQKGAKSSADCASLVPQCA
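MLSMR compounds (23 nl, pin-transferred) preincubated 10 min at room temperature with a 500nM (2x) first reagent, then RGS4 at 900nM (2x) plus Transcreener GDP mix added; fluorescence polarization (620/688 nm) read before and after 90 min at 30 °C.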
APE1 inh – blocks human APE1 abasic DNA cleavage. Potency, µM (doses to about 65.8 µM), for the others: top-dose activity change, negative = inhibition, actives largely listed as inhibitors. hit rate 0.35% among 350,000. recombinant APE1, TAMRA/BHQ-2 abasic DNA cleavage fluorescence. P27695;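 note: potency is the fitted concentration of half-maximal effect; plate controls were vehicle for no effect and reference inhibitor for full effect; nearly all actives have a fitted effect of over 55% in size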
Target sequence (P27695 whole entry, looked up): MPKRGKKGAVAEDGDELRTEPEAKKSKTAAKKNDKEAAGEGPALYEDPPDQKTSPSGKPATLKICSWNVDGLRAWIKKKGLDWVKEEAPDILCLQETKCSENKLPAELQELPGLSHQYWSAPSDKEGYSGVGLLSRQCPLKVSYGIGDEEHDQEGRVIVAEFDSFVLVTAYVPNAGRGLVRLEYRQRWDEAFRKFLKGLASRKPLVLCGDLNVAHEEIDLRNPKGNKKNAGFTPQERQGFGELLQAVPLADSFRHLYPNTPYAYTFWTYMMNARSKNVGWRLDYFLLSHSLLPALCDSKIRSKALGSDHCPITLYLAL
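0.75 nM APE1 + cpd, 15 min RT; start w/ 50 nM TAMRA/BHQ-2 THF-abasic dsDNA; kinetic fluor 525/598 nm ×3 reads @60 s; Δ(read3−read1); normalized to DMSO and NSC13755 control wells.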
Anesthetic bind – candidate novel general anesthetic via apoferritin binding; apoferritin/1-aminoanthracene competitive binding, fluorescence; hit rate 0.074% among 350,000; Potency, µM (series often up to 77.5 µM), without a hit: top-dose activity change, negative = displacement, usual class: inhibitors; P02791; note: potency is the fitted concentration of half-maximal effect; % is set by controls: 0 for no effect and ±100 for the full control effect; nearly all actives have a fitted effect of over 20% in size
Target sequence (P02791 2-175 limits assumed): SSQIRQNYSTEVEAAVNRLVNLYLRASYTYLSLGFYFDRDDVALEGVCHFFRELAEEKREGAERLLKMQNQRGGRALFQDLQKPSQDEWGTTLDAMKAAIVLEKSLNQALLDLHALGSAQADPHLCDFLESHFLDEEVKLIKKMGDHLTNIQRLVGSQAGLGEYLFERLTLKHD
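Horse-spleen apoferritin (10 uM) was mixed with 50% saturated 1-aminoanthracene in PBS, exposed to compounds for 10 min at room temperature, and read for fluorescence (ex 380 nm, em 535 nm). Competitive displacement was fitted with a four-parameter Hill equation.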
Pol eta inh – DNA polymerase eta (human) inhibition. Q9Y253. hit rate 1.2% among 390,000. recombinant Pol eta, fluorescent DNA replication assay. Potency, µM (series often up to 114 µM), for the others: at the top dose activity change, negative = inhibition, most hits filed as inhibitors; note: potency is the fitted concentration of half-maximal effect; % is set by controls: 0 for no effect and ±100 for the full control effect
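Fluorescent replication assay: 50 nM final substrate added after a 15 min room-temperature compound preincubation with 10 nM enzyme. Signal taken at 0 min and again at 10 min.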
POLB inh – DNA polymerase beta (human) inhibition; P06746; Potency, µM (titrated, usually from 114 µM), without a hit: top-dose activity change, negative = inhibition, actives largely listed as inhibitors; Pol beta primer extension/strand displacement, fluorescence kinetic; hit rate 1.3% among 340,000; note: potency is the fitted concentration of half-maximal effect; % is set by controls: 0 for no effect and ±100 for the full control effect
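Preincubation: enzyme (10 nM) with compound, 15 min, RT. Reaction: substrate added to 50 nM final. Reads: 0 and 10 min. Analysis: normalized, Hill fit.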
12-LOX inh – inhibitors of human 12S-lipoxygenase ALOX12; hit rate 1.1% among 580,000; purified 12hLO, xylenol orange hydroperoxide absorbance; Potency, µM (titrated, usually from 108 µM), without a hit: at the highest dose activity change, negative = inhibition, most hits filed as inhibitors; P18054; note: potency is the fitted concentration of half-maximal effect; % is set by controls: 0 for no effect and ±100 for the full control effect
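Hydroperoxide product was detected by ferrous iron/xylenol orange as the 573 to 405 nm absorbance ratio. Arachidonic acid at 40 uM (final) was turned over for 30 min at room temperature by 150 nM human 12hLO, pH 7.0 Hepes buffer, after 15 min compound preincubation.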
POLK inh – DNA polymerase kappa (human) inhibition; Q9UBT6; purified Pol kappa, fluorescent DNA synthesis assay, 10 min; Potency, µM (highest dose often 107 µM), without a hit: at the highest dose activity, negative = inhibition, most hits filed as inhibitors; hit rate 0.53% among 400,000; AID 588579; note: potency is the fitted concentration of half-maximal effect; % is set by controls: 0 for no effect and ±100 for the full control effect
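Kinetic fluorescence screen: compound preincubated 15 min RT with 10 nM enzyme; 50 nM substrate (final) initiates; reads at 0/10 min.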
ERG Ets-DNA blk – ERG Ets/DNA interaction inhibition; AID 624246; fluorescence polarization, His-ERG Ets domain / labelled DNA; Potency, µM (doses to about 76.9 µM), inactives show at the highest dose FP activity, negative = inhibition, usual class: inhibitors; P11308; hit rate 0.028% among 370,000; active = well fitted inhibition curve with a large enough effect in the polarisation, with a control signal flat; inconclusive = small, poorly fitted or top-dose-only effect, or effect the other way, or a change in a side signal; inactive = no such curve, though single readings can be large or run the other way; the % refers to the polarisation;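 note: polarization taken with two DNA probes labelled with fluorescein and Texas red; potency is the fitted concentration of half-maximal effect; % of control where 0% means no effect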
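His-tagged ERG Ets domain (1 uM in the protein solution; 300mM KCl, 50mM Tris-HCl, 1mM EDTA, 1mM DTT, pH 7.5) received compound, then a probe mix of 5 nM fluorescein-DNA and 100nM Texas-615-DNA. Fluorescence polarization was read for both dyes.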
Starred values were filed as active, the others as inactive; u = inconclusive; x = no result given; [ ] = another dose, or the depositor's remark. Unless noted, calls come from the whole dose curve; as a rule, active = well fitted curve in the direction sought with a large enough effect; inconclusive = small, poorly fitted or top-dose-only effect, or another doubt; inactive = no such curve, though single readings can be large; an effect the other way counts as inactive or inconclusive.

Keys – A = LDHA inh; B = RGS4 inhibitor; C = APE1 inh; D = Anesthetic bind; E = Pol eta inh; F = POLB inh; G = 12-LOX inh; H = POLK inh; I = ERG Ets-DNA blk
C/C(=N\NC(=O)c1ccc(Br)cc1)c1ccccc1
  A: -4; B: -8%; C: -3%; D: -11%; E: -20%; F: 13%; G: 0%; H: 0%; I: -1%

COC(=O)[C@@H]1C[C@@H](C(=O)O)[C@H](C)C1(C)C
  A: -2; B: -5%; C: 7%; D: x; E: -14%; F: x; G: 4%; H: 5%; I: -5%

CC(C)(C)SCCNS(=O)(=O)c1ccc2ccccc2c1
  A: -4; B: -1%; C: -6%; D: u; E: -18%; F: 0%; G: 3%; H: 0%; I: -11%

COC(=O)c1sc2ncn(N)c(=O)c2c1C
  A: -8; B: 9%[11.4 µM]; C: 4%; D: 6%; E: u; F: 1%; G: x; H: -1%; I: -11%

COC(=O)c1[nH]c2cc(OC)ccc2c1NC(=O)CCN1CCCCC1
  A: 2; B: 3%; C: 4%; D: -3%; E: -7%; F: 4%; G: 1%; H: -16%; I: 2%

CC(C)n1c(-c2cccs2)nc2ccccc21
  A: -13; B: 24%; C: 12%; D: -2%; E: 0%; F: 7%; G: -3%; H: 1%; I: -10%

O=C(Nc1ccc(Cl)c(S(=O)(=O)N2CCCCC2)c1)c1ccco1
  A: -2; B: 3%; C: 16%; D: x; E: -15%; F: x; G: u; H: -5%; I: 11%

Cc1ccc(CCNC(=O)c2ccc3c(c2)N(Cc2cccc(C)c2)C(=O)c2ccccc2S3(=O)=O)cc1
  A: -4; B: 1%; C: x; D: -12%; E: u; F: 33%[activator]; G: -15%; H: -12%; I: -3%

COc1ccc(OC)c(-c2csc(N(Cc3ccco3)C(=O)c3ccco3)n2)c1
  A: -5; B: 4%; C: u; D: -7%; E: -5%; F: 20%; G: 1%; H: -2%; I: 4%

COc1ccc2nc(Nc3nc4cc5c(cc4s3)OCCO5)sc2c1
  A: -1; B: -29%; C: -11%; D: 298%[activator]; E: u; F: u; G: -15%; H: -8%; I: -14%

Entries listed so far that contain a thiophene ring, fused or not:
Keys – A = LDHA inh; B = RGS4 inhibitor; C = APE1 inh; D = Anesthetic bind; E = Pol eta inh; F = POLB inh; G = 12-LOX inh; H = POLK inh; I = ERG Ets-DNA blk
COC(=O)c1sc2ncn(N)c(=O)c2c1C
  A: -8; B: 9%[11.4 µM]; C: 4%; D: 6%; E: u; F: 1%; G: x; H: -1%; I: -11%

CC(C)n1c(-c2cccs2)nc2ccccc21
  A: -13; B: 24%; C: 12%; D: -2%; E: 0%; F: 7%; G: -3%; H: 1%; I: -10%

Going on with the list:
Keys – A = LDHA inh; B = RGS4 inhibitor; C = APE1 inh; D = Anesthetic bind; E = Pol eta inh; F = POLB inh; G = 12-LOX inh; H = POLK inh; I = ERG Ets-DNA blk
Cc1cccc(NC(=O)C(=O)NCCCc2ccccc2)c1
  A: x; B: x; C: 0%; D: u; E: x; F: 6%; G: -14%; H: x; I: x

CC(=O)Nc1ccc2c(COC(=O)[C@H](C)N3C(=O)C4CCCCC4C3=O)cc(=O)oc2c1 (some centres undefined)
  A: 1; B: -3%; C: 16%; D: -4%; E: 8%; F: 21%; G: 0%; H: -26%; I: 15%

CSC1=NCCN1C(=O)c1ccc(S(=O)(=O)N2CCCCC2)cc1
  A: -5; B: -13%; C: -6%; D: 4%; E: 2%; F: -11%; G: 1%; H: 15%; I: 6%

Cc1ccc(S(=O)(=O)N2CCOCC2)cc1NC(=O)COC(=O)CCc1c[nH]c2ccccc12
  A: -2; B: -1%; C: -6%; D: x; E: -9%; F: x; G: -4%; H: -19%; I: 4%

O=c1[nH]c2c(n(C3CCCCC3)c1=O)CCC2
  A: -1; B: -9%[11.4 µM]; C: -2%; D: -9%; E: -9%; F: 15%; G: 0%; H: 1%; I: -2%

COc1ccccc1-c1noc(-c2ccc(NCCc3ccccc3)c([N+](=O)[O-])c2)n1
  A: -4; B: 10%; C: x; D: -8%; E: -1%; F: 0%; G: -6%; H: -14%; I: -5%

N#Cc1nccnc1S(=O)(=O)c1cccs1
  A: -8; B: -24%; C: 0%; D: -4%; E: -10%; F: -6%; G: 316%[activator]; H: -4%; I: -7%

COc1cccc(-c2cc(C(=O)Nc3cc(C)on3)no2)c1
  A: -1; B: -25%; C: -3%; D: -10%; E: -10%; F: 11%; G: u; H: -1%; I: -1%

COC(=O)c1ccc(-n2c(C)cc(C(=O)COC(=O)CNS(=O)(=O)c3ccc(C)cc3)c2C)cc1
  A: -5; B: -9%; C: -1%; D: -20%; E: -20%; F: 8%; G: -10%; H: -22%; I: 4%

Cc1ccc(-c2cc(-c3ccccc3)nc(NN)n2)cc1
  A: -2; B: 2%; C: 7%; D: -2%; E: -21%; F: -4%; G: u; H: -7%; I: 7%

Cc1cc(NCc2ccccc2Cl)n2cnnc2n1
  A: 0; B: 0%; C: x; D: -18%; E: -11%; F: -15%; G: -10%; H: -10%; I: 2%

CCCc1n[nH]c2c1C(=O)C(C(=O)OC)C(C)(C)C2 (centres undefined)
  A: 1; B: 34%; C: -2%; D: -11%; E: 1%; F: 3%; G: 0%; H: -10%; I: -2%

O=C(NCCc1c[nH]c2ccccc12)C(=O)NCC1OCCN1S(=O)(=O)c1ccc(F)cc1 (centres undefined)
  A: 4; B: -6%; C: u; D: 2%; E: -18%; F: -28%; G: 7%; H: 4%; I: -4%

CC(C)(C)CN1CCNC(=O)C1CC(=O)NCCc1cnn(-c2ccccc2)c1 (centres undefined)
  A: 3; B: -1%; C: -7%; D: -20%; E: -20%; F: 4%; G: 0%; H: -1%; I: 1%

Cc1c(Cl)cccc1NC(=O)CCn1c(=O)c2cccn2c2ccccc21
  A: -5; B: -22%; C: x; D: -3%; E: -6%; F: -2%; G: -19%; H: 2%; I: 9%

COc1ccc(-n2nc(C(=O)N3CCC(C)CC3)c3c4ccccc4n(C)c3c2=O)cc1Cl
  A: -13; B: 14%; C: x; D: -9%; E: -1%; F: 25%; G: -16%; H: -4%; I: 2%

Cc1noc(C)c1COC(=O)CNC(=O)c1cccc(F)c1
  A: -10; B: 3%; C: -3%; D: -2%; E: -14%; F: 8%; G: -12%; H: -1%; I: 0%

CCCCC(=O)Nc1nc2c(OC)ccc(OC)c2s1
  A: 4; B: 0%; C: 0%; D: -7%; E: -3%; F: 14%; G: 0%; H: 19%; I: -11%

Cc1cccc(C(=O)Nc2ccccc2OCc2cc(=O)n3ccccc3n2)c1
  A: -7; B: 8%; C: x; D: -14%; E: -17%; F: 1%; G: -20%; H: -12%[60.1 µM]; I: 1%

CNC(=S)NNc1nncc2ccccc12
  A: -2; B: -19%; C: u; D: -3%; E: -12%; F: 1%; G: 35%[activator]; H: -12%; I: u

O=C(CC1C(=O)NCCN1C(=O)Nc1ccccc1)Nc1cccc(Cl)c1 (centres undefined)
  A: -4; B: -5%; C: -10%; D: -20%; E: -7%; F: 3%; G: -18%; H: -15%; I: -13%

CS(=O)(=O)NN1C(=O)c2ccccc2NC12CCCC2
  A: -3; B: -11%; C: -4%; D: 113%[activator]; E: -16%; F: 22%; G: -14%; H: 4%; I: 7%

O=C(CCCN1C(=O)/C(=C\c2cccs2)SC1=S)Nc1cc([N+](=O)[O-])ccc1O
  A: -4; B: 1%; C: 34%; D: -8%; E: u; F: 1%; G: 33%[activator]; H: -20%; I: 0%

CC(=O)c1cccc(NC(=O)CC(c2ccc(C)cc2)N2Cc3ccccc3C2=O)c1 (centres undefined)
  A: -1; B: -8%; C: x; D: -4%; E: -18%; F: -2%; G: -22%; H: -22%; I: -11%

CCOc1ccc(S(=O)(=O)N2CCCCC2)cc1NC(=O)c1cccnc1OCC
  A: -3; B: 0%; C: -11%; D: x; E: -10%; F: x; G: 11%; H: 12%; I: 1%

CCOC(=S)SCC(=O)N1CCc2cc(OC)ccc2C1C1C(=O)CCCC1=O (centres undefined)
  A: 0; B: -9%; C: 0%; D: 3%; E: -11%; F: 13%; G: -23%; H: 5%[60.1 µM]; I: -6%

COc1ccc(C(=O)C2C(c3ccc(-c4ccccc4[N+](=O)[O-])o3)NC(=O)NC2(O)C(F)(F)F)cc1 (centres undefined)
  A: 20; B: 1%; C: -10%; D: -12%; E: -24%; F: -11%; G: u; H: -2%; I: -2%

Cc1cccc(C)c1NC(=O)/C(C#N)=C/c1ccc(-c2ccc(C(=O)O)cc2)o1
  A: 6; B: -7%; C: -1%; D: 4%; E: 50µM*; F: u; G: -26%; H: u; I: 2%

N#CC1=C(S)N(c2ccccc2)C(c2ccc(-c3ccc(Cl)c(Cl)c3)o2)NC1=O (centres undefined)
  A: 0; B: -30%; C: -2%; D: -17%; E: -2%; F: u; G: 18µM*; H: 0%; I: 5%

COc1ccccc1NC(=O)CSc1nnc(-c2ccco2)n1N
  A: -10; B: -2%[56.9 µM]; C: -10%; D: -10%; E: 2%; F: 27%; G: 0%; H: -10%; I: -6%

Another view of some results above:
Below each compound – LDHA inh, RGS4 inhibitor, APE1 inh, Anesthetic bind, Pol eta inh, POLB inh, 12-LOX inh, POLK inh, ERG Ets-DNA blk
- O=C(CCCN1C(=O)/C(=C\c2cccs2)SC1=S)Nc1cc([N+](=O)[O-])ccc1O
 : -4, 1%, 34%, -8%, u, 1%, 33%[activator], -20%, 0%
- CC(=O)c1cccc(NC(=O)CC(c2ccc(C)cc2)N2Cc3ccccc3C2=O)c1 (centres undefined)
 : -1, -8%, x, -4%, -18%, -2%, -22%, -22%, -11%

Screening results as filed in PubChem BioAssay.

This is a subset, so the mix of outcomes need not match the whole.
